Screens: PubChem BioAssay, several laboratories
aDG glyco act = activators of alpha-DG glycosylation, primary screen, uHTS, Pro5-aDG cells, AlphaScreen; activation, % at 10 µM; 360,000 tested, 0.22% active; AID 624168, 2012; alpha-DG glycosylation AlphaScreen (IIH6); 0% Pro5, 100% B10-LARGE cell signal;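 active means activation of at least 8% versus controls, or a plate z-score of at least 8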;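 further: Pro5 are CHO cells carrying HIG-tagged alpha-DG that lacks glycosylation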
hiPSC survival = enhancers of single-cell hiPSC survival, primary screen, ATPlite luminescence | 100% = ROCK inhibitor wells, 0% = DMSO | survival enhancement, % at 20 µM | 360,000 tested, 0.044% active | AID 602274, 2012; in the data active means survival enhancement above about 18%;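 further: cells exposed to compounds for 16 hours before the ATP read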
CaV13 FRET inh = Primary screen for inhibitors of IQ motif and Ca2+-dependent inactivation inhibitor domain binding in CACNA1D, Förster resonance energy transfer in living cells, …. HEK cells, CFP/YFP FRET ICDI-IQ, plate reader, 10 min; percent FRET-ratio fall versus neutral wells. inhibition, % at 12.3 µM. 340,000 tested, 0.098% active. AID 743397;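 active means mean replicate inhibition of at least 30% and at least 1% of replicates passing that level; inconclusive means only one of the two criteria is met; inactive means neither criterion is met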;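 further: 0% = median of the neutral control wells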
Glyco luc inh = increase of ERlucT glycosylation luciferase signal, primary screen, N-linked glycosylation inhibitor project, D54 ERlucT cells, luminescence, set 2. reporter increase, % at 12.5 µM. 360,000 tested, 0.23% active. D54 ERlucT glycosylation luciferase reporter, 24 h; percent of 100 nM tunicamycin response;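 active means mean luciferase reporter signal, scaled so untreated is 0 and the glycosylation-blocking control 100, at or above a set limit in every replicate; inconclusive means mean reaches the limit but not every replicate does; inactive means mean below the limit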;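 further: luciferase carries N-glycosylation sites so blocking glycosylation raises the light; 0% = median of neutral control wells and 100% = median of 100 nM tunicamycin wells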
ABCB6 inh 2 = ABCB6 transporter inhibitors, primary screen, K562-ABCB6 cells, flow cytometry, MLPCN library; ATP-binding cassette sub-family B member 6 (Homo sapiens), Q9NP58; K562-ABCB6 porphyrin accumulation, 1 h; hits give low values; fluorescence ratio to DMSO, % at 10 µM; 360,000 tested, 0.19% active; AID 602162, 2011;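 active means fluorescence ratio to DMSO below 75%, the collection mean minus 3 SD; inconclusive means too few cells collected in the well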;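 further: signal is porphyrin accumulated inside mitochondria; 100% equals median channel fluorescence of DMSO control wells; lower ratio means ABCB6 inhibition with less porphyrin fluorescence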
Target sequence (Q9NP58 whole entry, looked up): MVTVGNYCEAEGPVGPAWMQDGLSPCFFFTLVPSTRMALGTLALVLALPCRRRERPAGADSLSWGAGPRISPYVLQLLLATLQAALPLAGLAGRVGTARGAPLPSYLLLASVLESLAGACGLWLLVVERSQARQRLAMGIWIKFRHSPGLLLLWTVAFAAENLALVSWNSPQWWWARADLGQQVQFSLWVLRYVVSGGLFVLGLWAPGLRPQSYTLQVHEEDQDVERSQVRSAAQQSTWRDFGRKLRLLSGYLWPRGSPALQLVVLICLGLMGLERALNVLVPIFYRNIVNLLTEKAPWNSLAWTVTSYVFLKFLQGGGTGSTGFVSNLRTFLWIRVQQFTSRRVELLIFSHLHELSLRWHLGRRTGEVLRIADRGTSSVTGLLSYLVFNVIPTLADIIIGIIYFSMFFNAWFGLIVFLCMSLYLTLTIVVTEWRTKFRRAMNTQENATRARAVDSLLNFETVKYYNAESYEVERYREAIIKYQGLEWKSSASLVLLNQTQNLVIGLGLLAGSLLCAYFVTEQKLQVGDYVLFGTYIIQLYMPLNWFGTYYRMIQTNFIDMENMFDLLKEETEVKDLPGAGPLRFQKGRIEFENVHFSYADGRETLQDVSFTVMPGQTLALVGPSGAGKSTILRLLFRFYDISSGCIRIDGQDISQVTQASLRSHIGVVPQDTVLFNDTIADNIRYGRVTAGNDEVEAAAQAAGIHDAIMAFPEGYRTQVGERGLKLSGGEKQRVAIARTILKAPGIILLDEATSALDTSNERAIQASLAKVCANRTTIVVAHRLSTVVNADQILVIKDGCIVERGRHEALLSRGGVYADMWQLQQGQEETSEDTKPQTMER
Granule exo inh = LAMP-1 surface exposure blockers, TALL-104 cells – cell-based, flow cytometry, MLPCN library, primary screen; TALL-104 LAMP-1 surface exposure; cells stimulated with thapsigargin and PMA; inhibition, % at 10 µM; 360,000 tested, 0.66% active; AID 651702, 2012;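 active means inhibition above about 55%, limit read from the data; inconclusive means no clear call, values can overlap the other calls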
Vif inh = HIV Vif self-association inhibitors, primary screen, imaging, HEK293T, single point. AID 602346, 2012. 340,000 tested, 0.35% active. inhibition, % at 7.49 µM. HEK293T cells, Vif self-association by quenched fluorescence, 24 h; in the data active means inhibition above about 50%, passing the limit was not always enough; inconclusive means no clear call, values can overlap the other calls; inactive means below about 31%; further: some results filed as inactive read as strong as hits
PDI inh = inhibitors of human PDI, primary screen, biochemical, turbidity, single point, plate reader | AID 588391, 2011 | inhibition, % at 10 µM | Protein disulfide-isomerase (Homo sapiens), P07237 | 350,000 tested, 0.052% active | PDI insulin aggregation turbidity, A650, 90 min;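 active means mean inhibition across replicates of 30% or more, whatever share of single replicates reach that level; inconclusive means mean inhibition below 30% while every single replicate reaches 30%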;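 further: absorbance from insulin aggregation driven by PDI reduction with DTT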
H9c2 protect = cardioprotection against H2O2-induced cell death, primary screen, uHTS, H9c2 cells, ATPLite luminescence; H9c2 cardiomyocytes, H2O2 injury protection, 2 h; protection from H2O2 cell death, % at 20 µM; 360,000 tested, 0.63% active; AID 588492, 2011;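 active means compounds giving at least 50% protection of heart cells from peroxide-induced death in the single-dose screen, raw or plate-pattern-corrected value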;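 further: 0% = DMSO wells with peroxide and 100% = DMSO wells without peroxide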
HTR2A ag = mouse Htr2a agonists via beta-arrestin recruitment, primary screen, cell-based, luminescence; 5-hydroxytryptamine receptor 2A (Mus musculus), P35363; CHO-K1 mHTR2A beta-arrestin complementation; percent of 30 µM serotonin response; activation, % at 7.6 µM; 360,000 tested, 0.66% active; AID 624169, 2012;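 active means activation above a run cutoff, the mean activation of all tested compounds plus 3 SD, cut at about 14% in these data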;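 further: 0% = plate median of compound wells and 100% = 30 µM serotonin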
An asterisk follows results filed as active; i = inactive; ? = inconclusive; · = no result given; + = active, no number. This is a random part of the collection; any-hit rate near 3.1%.

#	Structure	aDG glyco act	hiPSC survival	CaV13 FRET inh	Glyco luc inh	ABCB6 inh 2
1	CCOC(=O)C1(CCc2ccccc2)CCN(C(=O)CCc2cnccn2)CC1	0.0	-0.9	-6	0	96
2	CCOC(=O)C1CCCN(S(=O)(=O)c2cccc3cccnc23)C1 (centres undefined)	-0.2	3.2	-4	-3	101
3	Nc1nnc(CC(=O)N/N=C\c2cc([N+](=O)[O-])ccc2O)s1	0.1	0.7	2	-2	101
4	CC(=O)Nc1ccc(NC(=O)C(C)OC(=O)/C=C/c2ccc3c(c2)OCO3)cc1 (centres undefined)	0.4	-0.6	-6	1	101
5	COc1ccc(C)cc1NC(=O)CCc1c(C)nn(-c2ccc(N3CCCCC3)nn2)c1C	0.2	0.2	-16	-1	98
6	C=CCNc1nc(Nc2ccc([N+](=O)[O-])cc2)nc(N2CCCC2)n1	-0.4	-2.0	-4	-3	102
7	CC(=O)Nc1ccc(NC(=O)C(C)OC(=O)C2CCC2)cc1 (centres undefined)	0.0	0.4	-6	2	99
8	Cc1ccc(N2C(=O)c3cccc([N+](=O)[O-])c3C2=O)cc1C	0.0	1.0	-4	0	85
9	CCNS(=O)(=O)c1ccc(C(=O)Nc2ccccc2)cc1	-0.2	0.0	-3	3	101
10	CN(CC(O)COC(c1ccccc1)c1ccccc1)C1CCCCC1 (centres undefined)	0.3	-2.9	-4	-4	103
11	CC#CCCCC(=O)Nc1ccccc1C(=O)O	-0.2	0.0	-4	-2	100
12	O=C(/C=C/c1ccco1)N/C(=C\c1ccccc1)C(=O)NCCc1nc2ccccc2[nH]1	-0.1	2.0	-3	5	100
13	CCc1ccc(NC(=O)CSc2nnc(Cc3cccn3C)n2-c2ccc(OC)cc2)cc1	-0.1	-1.2	-2	-1	104
14	Cc1ccc(-n2c(C)nn(Cc3ccc([N+](=O)[O-])cc3)c2=O)cc1	-0.1	0.1	-1	2	93
15	Cc1cc(S(=O)(=O)Nc2ccc(C(=O)NCCN3CCOCC3)cc2)ccc1F	-0.3	-1.8	-8	1	101

#	Granule exo inh	Vif inh	PDI inh	H9c2 protect	HTR2A ag
1	-7	2	0	-1	2
2	0	-12	-2	4	3
3	-5	7	-2	17	-9
4	-3	-14	-1	-6	-6
5	-2	1	1	9	5
6	3	1	1	48	3
7	0	2	-2	3	0
8	2	-3	-6	1	9
9	2	5	9	-1	-8
10	-4	7	-1	-12	-10
11	-2	-21	5	-2	0
12	-5	3	-3	3	-2
13	-3	5	·	9	-1
14	2	-5	-2	5	12
15	-2	·	-10	-2	2

3 structures already listed, arranged by length of the SMILES, lowest first.
#	Structure	aDG glyco act	hiPSC survival	CaV13 FRET inh	Glyco luc inh	ABCB6 inh 2
11	CC#CCCCC(=O)Nc1ccccc1C(=O)O	-0.2	0.0	-4	-2	100
14	Cc1ccc(-n2c(C)nn(Cc3ccc([N+](=O)[O-])cc3)c2=O)cc1	-0.1	0.1	-1	2	93
5	COc1ccc(C)cc1NC(=O)CCc1c(C)nn(-c2ccc(N3CCCCC3)nn2)c1C	0.2	0.2	-16	-1	98

#	Granule exo inh	Vif inh	PDI inh	H9c2 protect	HTR2A ag
11	-2	-21	5	-2	0
14	2	-5	-2	5	12
5	-2	1	1	9	5

Back to the main list; the three compounds before the break are reprinted first.
#	Structure	aDG glyco act	hiPSC survival	CaV13 FRET inh	Glyco luc inh	ABCB6 inh 2
13	CCc1ccc(NC(=O)CSc2nnc(Cc3cccn3C)n2-c2ccc(OC)cc2)cc1	-0.1	-1.2	-2	-1	104
14	Cc1ccc(-n2c(C)nn(Cc3ccc([N+](=O)[O-])cc3)c2=O)cc1	-0.1	0.1	-1	2	93
15	Cc1cc(S(=O)(=O)Nc2ccc(C(=O)NCCN3CCOCC3)cc2)ccc1F	-0.3	-1.8	-8	1	101
16	O=C(Nc1cccc2c1C(=O)NC2=O)c1cccc(N2C(=O)CCC2=O)c1	-0.1	-0.9	-1	2	98
17	COc1ccccc1C(=O)NNC(=O)C(=O)NCc1ccccc1	-0.5	-0.2	3	3	100
18	COc1cc(OC)c(NC(=S)NCc2ccccc2)cc1Cl	0.1	1.3	12	1	99
19	c1coc(CNc2c3c(nc4ncnn24)CCCC3)c1	0.7	-1.6	-4	0	96
20	Cc1cc(C)cc(NS(=O)(=O)c2ccc3c(c2)C(C)(C)C(=O)N3C)c1	-0.1	1.7	-12	5	102
21	Cc1nn(Cc2ccc(Cl)c(Cl)c2)c(C)c1NC(=O)c1sc2ccccc2c1Cl	0.4	0.5	-2	-2	92
22	Nc1nc(-c2cc(O)ccc2[N+](=O)[O-])cc(-c2ccccc2)c1[N+](=O)[O-]	-0.1	-0.4	+	-1	99
23	CCC(=O)NCCNc1nc2cc(C)cc(C)c2cc1C#N	0.0	-0.3	0	4	95
24	COCCN(CC(=O)NC1CCCCC1)C(=O)CSc1nc2ccccc2o1	0.1	-0.1	·	0	98
25	O=C(CCC(=O)c1cccs1)NCCc1ccc(F)cc1	0.3	-0.1	-5	0	101
26	COc1ccccc1CNC(=O)Nc1nc(C(N)Cc2ccc(Cl)cc2)cs1 (centres undefined)	-0.5	-2.5	-10	-6	98
27	CCc1cc(=O)oc2c(C)c(OCC(=O)NCCCN3CCOCC3)ccc12	0.2	-0.2	-6	3	96
28	O=C1CCc2ccccc2N1Cc1ccccc1	0.0	-0.4	-3	-2	96
29	CCOC(=O)c1ccc(NC(=O)CSc2nnc(-c3ccncc3)n2C)cc1	-0.1	-2.0	-5	8	98
30	CC(C)N(C(=O)CSc1nnc(Cc2csc(Nc3ccccc3)n2)o1)C(C)C	0.0	1.1	-1	0	96

#	Granule exo inh	Vif inh	PDI inh	H9c2 protect	HTR2A ag
13	-3	5	·	9	-1
14	2	-5	-2	5	12
15	-2	·	-10	-2	2
16	2	2	-8	6	0
17	0	17	10	9	0
18	-1	-6	3	12	-5
19	0	23	6	0	-1
20	1	-6	·	-6	6
21	-1	23	-6	-16	0
22	1	i	-11	44	1
23	-2	-5	10	-4	0
24	-1	2	-7	1	-1
25	0	-2	2	1	1
26	-6	-4	3	-8	-12
27	-1	-2	3	3	-5
28	-2	-7	-5	-8	0
29	-6	3	-7	4	9
30	1	1	-6	-2	3

Next entries
#	Structure	aDG glyco act	hiPSC survival	CaV13 FRET inh	Glyco luc inh	ABCB6 inh 2
31	O=C(CSc1nnc(-c2cccnc2)n1-c1ccccc1)N1CCN(c2ccc(F)cc2)CC1	0.3	-0.3	·	2	99
32	CCOC(=O)CC(NC(=O)CCc1c(C)nc2ncnn2c1C)c1ccc(C)cc1 (centres undefined)	-0.5	-3.0	3	2	102
33	O=c1cc(CN2CCN(c3ccccc3F)CC2)c2cc3c(cc2o1)CCCC3	-0.1	-1.9	-8	-3	99
34	COc1ccc(Cl)cc1NS(=O)(=O)c1cc(Br)cnc1N	0.2	-0.1	-4	2	104
35	O=C(O)CCn1cc(/C=C\C(=O)c2ccc(Cl)cc2)c(-c2cccc(Br)c2)n1	-0.2	-0.5	-3	10	90
36	COc1ccc([N+](=O)[O-])cc1NC(=O)C(C)OC(=O)c1cccnc1Cl (centres undefined)	0.3	3.5	-5	-1	103
37	CCOC(=O)Cc1csc(NC(NC(=O)OCC)(C(F)(F)F)C(F)(F)F)n1	-0.3	1.5	0	4	92
38	CCn1c(C)nnc1SCC(=O)Nc1nccs1	0.4	-0.2	-3	1	99
39	O=C(c1ccccc1)C1CN(c2ccccc2)CC1c1ccc(Cl)cc1 (centres undefined)	0.0	2.1	·	-3	104
40	N=C1SCC(=O)N1c1ncc(Cc2ccc(F)cc2)s1	0.1	0.4	-4	8	98
41	CCOC(=O)C1(C)CCN1C(=O)c1ccc(Cl)cc1Cl (centres undefined)	-0.1	2.1	-7	3	100
42	CCOc1ccccc1C(=O)NC(C(=O)OCn1nnc2ccccc2c1=O)C(C)C (centres undefined)	0.0	-2.0	-9	-1	93
43	CCOc1cc(/C=N/Nc2nnc(C)n2N)ccc1O	0.3	1.2	-18	10	100
44	COc1cccc(C2C(C(=O)c3sc(C)nc3C)=C(O)C(=O)N2CCN2CCOCC2)c1OC (centres undefined)	-0.4	-1.9	·	1	96
45	COc1ccccc1NC(=S)N1CCN(Cc2ccccc2)CC1	-0.1	0.6	-19	0	100

#	Granule exo inh	Vif inh	PDI inh	H9c2 protect	HTR2A ag
31	0	·	-4	9	-5
32	?	-1	17	1	0
33	-1	-2	-10	-2	-4
34	-3	-4	-1	-5	2
35	-1	-9	9	6	-5
36	-5	-3	-5	4	-1
37	-2	-5	-3	-8	10
38	9	10	-29	-3	7
39	0	-4	9	1	4
40	-4	8	-9	15	-6
41	4	-3	3	-9	0
42	-2	3	0	-11	2
43	6	-10	15	-7	-2
44	3	6	8	3	5
45	-5	-1	1	0	1

Other records.
#	Structure	aDG glyco act	hiPSC survival	CaV13 FRET inh	Glyco luc inh	ABCB6 inh 2
46	CCC(C)N1C(=O)c2ccccc2C1C(=O)NC1CCCCCC1 (centres undefined)	-0.2	0.7	-6	1	100
47	Cc1cc2c(c(=O)n1CCN(C)C)C(c1ccc(Br)cc1)C(C#N)=C(N)O2 (centres undefined)	0.0	-0.8	·	0	104
48	Cc1occc1C(=O)NNC(=S)Nc1ccccc1C(F)(F)F	-0.1	-1.9	-5	2	98
49	S=c1[nH]nc(-c2ccccc2)n1/N=C/c1cccc(Cl)c1	-0.1	0.1	-2	-1	106
50	Cc1ccc(C(CC(=O)O)NC(=O)c2ccc(S(=O)(=O)N3CC(C)OC(C)C3)cc2)cc1 (centres undefined)	-0.3	0.5	-6	3	99
51	CCN(CC(=O)NC1CCS(=O)(=O)C1)c1ccc(S(=O)(=O)N(CC)CC)cc1[N+](=O)[O-] (centres undefined)	1.8	-3.0	-6	-1	107
52	CC(C)Oc1ccc(C(=O)CCN2CCCCC2)cc1	2.7	-3.7	-9	-5	89
53	Cc1ccccc1CN1CCN(Cc2cc3ccccc3o2)CC1CCO (centres undefined)	0.1	-0.1	-5	1	96
54	O=[N+]([O-])c1ccc(S(=O)(=O)N/N=C/c2ccsc2)cc1	-0.1	1.0	-6	0	103

#	Granule exo inh	Vif inh	PDI inh	H9c2 protect	HTR2A ag
46	1	11	-1	4	6
47	-4	14	0	9	4
48	-2	-5	0	-3	-4
49	3	-3	0	-1	1
50	0	23	-2	-1	4
51	-2	11	5	-11	-4
52	95*	-1	-1	-3	5
53	1	11	9	6	-3
54	-2	-2	-2	-5	-1
